MOR-DOR inv ag = inverse agonists of human mu-delta opioid receptor heterodimerization | P35372+P41143 | AID 504357 | inhibition, % at 9.3 µM | actives 0.21% (n = 340,000) | cell-based MOR-DOR heterodimer luminescence, inverse agonism; in the data active = inhibition above about 22%, passing the limit was not always enough;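 note: 0% = cells with DMSO and 100% = wells without cells with DMSO; values of inactives mirror those of a sister screen read the other way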
HTR5A inv ctr = HTR5A inverse agonism, opioid heterodimer counter-screen | inhibition, % at 9.3 µM | actives 0.083% (n = 340,000) | HTR5A cell line, luminescence | P47898; in the data active = inhibition mostly above about 23%, no sharp cut-off; inactive = mostly below about 18%;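 note: 0% = cells with DMSO and 100% = no-cell wells with DMSO; some compounds called inactive have numbers as strong as hits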
Target sequence (P47898 whole entry, looked up): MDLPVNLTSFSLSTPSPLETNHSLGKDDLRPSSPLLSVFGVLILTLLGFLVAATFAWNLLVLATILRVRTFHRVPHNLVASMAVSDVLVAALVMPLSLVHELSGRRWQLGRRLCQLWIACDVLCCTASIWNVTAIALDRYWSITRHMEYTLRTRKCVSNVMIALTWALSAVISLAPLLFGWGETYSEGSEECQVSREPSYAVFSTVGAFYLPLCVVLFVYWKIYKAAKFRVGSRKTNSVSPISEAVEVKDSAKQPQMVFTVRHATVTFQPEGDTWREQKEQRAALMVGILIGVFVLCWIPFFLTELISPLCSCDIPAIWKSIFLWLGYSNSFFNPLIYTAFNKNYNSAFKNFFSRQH
PfHsp90 yeast 2 = reduces growth (ATP signal) of yeast expressing P. falciparum Hsp90 | S. cerevisiae expressing PfHsp90, BacTiter-Glo ATP, 48 h; yeast lacking PDR1 and PDR3 efflux regulators | inhibition, % at 9.4 µM | actives 0.32% (n = 310,000);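 active = every replicate shows inhibition above about 80%, whatever the replicate mean, limit read from the data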;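 note: 0% = DMSO neutral controls and 100% = 20 µM radicicol positive controls; yeast relying on Plasmodium falciparum Hsp90 in place of its own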
AddAB inh = less growth of phage-infected E. coli with AddAB; E. coli expressing H. pylori AddAB, absorbance growth; inhibition, % at 11.9 µM; actives 0.29% (n = 330,000); in the data active = inhibition above about 12%;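 note: 0% = vehicle wells of infected cells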
MOR-DOR ag = agonists of human mu-delta opioid receptor heterodimerization; actives 0.3% (n = 340,000); cells, OPRM1-OPRD1 heterodimerization, luminescence; activation, % at 9.3 µM; AID 504326; P35372+P41143; in the data active = activation above about 18%;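 note: 0% = vehicle-treated cells and 100% = reference agonist; values of inactives mirror those of a sister screen read the other way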
phage Ecoli inh = E. coli growth loss with phage present. growth absorbance. actives 0.26% (n = 360,000). inhibition, % at 11.9 µM; in the data active = inhibition above about 11%
Mot1-301 SUMO = blocks SUMOylation pathway, rescuing yeast Mot1-301 growth; growth rescue, % at 18.8 µM; S. cerevisiae Mot1-301 growth rescue, ATP luminescence, 38.5C; percent above DMSO median, 100 means doubled; actives 1% (n = 320,000);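 active = every valid replicate shows activation above 250% relative to neutral control wells; inactive = the rest, any valid replicate at or below 250%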;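 note: OY570 slx delta 5 strain wells were the positive control but not used for scaling; some compounds called inactive have numbers as strong as hits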
Ecoli viability = counter-screen for AddAB inhibitors: E. coli growth inhibition; E. coli V3065 growth, OD600 absorbance, 18 h; inhibition, % at 11.9 µM; actives 0.27% (n = 330,000);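 active = inhibition above the campaign's mean inhibition across all tested compounds plus 3 SD, cut at about 9.9% in these data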;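 note: uninfected addAB+ strain grown without phage in ampicillin broth; 0% = DMSO wells and 100% = ciprofloxacin 0.95 µg/ml wells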
HTR5A ag = counter-screen for OPRM1-OPRD1 agonists: human HTR5A agonism; activation, % at 9.3 µM; actives 0.61% (n = 340,000); P47898; HTR5A agonist assay, luminescence, cell-based; in the data active = activation mostly above about 9.5%, no sharp cut-off; inactive = mostly below about 7.6%;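 note: 0% = cells with vehicle only and 100% = reference agonist; strong numbers were not always called active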
Pemphigus Ab inh = inhibitors of pemphigus antibody binding to human desmoglein-3; DSG3-coupled beads, scFv-anti-DSG3-GFP binding, flow cytometry; stronger effect = lower value; binding (percent of control), % at 10 µM; actives 0.48% (n = 310,000); AID 588358;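 active = binding more than 3 SD below its plate's average and above zero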;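 note: hits lower antibody fragment binding to DSG3; some compounds called inactive have numbers as strong as hits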
PKA-R1A activ = PKA-R1A complex activation; P00514+P68181; PKA-R1A dissociation, Cy5-IP20 fluorescence polarization; scaled: DMSO 0%, 113 µM cGMP 100%; activation, % at 11.4 µM; actives 0.083% (n = 340,000); AID 504707;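 active = percent activation above the mean of all tested compounds plus 3 SD, cut at about 19% in these data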;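 note: higher means more PKAc released from R1A so a rise in polarization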
Starred values were filed as active, the others as inactive; nt = no result given.

SMILES | MOR-DOR inv ag | HTR5A inv ctr | PfHsp90 yeast 2 | AddAB inh | MOR-DOR ag | phage Ecoli inh | Mot1-301 SUMO | Ecoli viability | HTR5A ag | Pemphigus Ab inh | PKA-R1A activ
COc1ccccc1-c1nnc(SCC(=O)Nc2cccnc2Cl)n1C | 13 | -8 | -16 | 1.9 | -3.4 | 0.5 | -11 | 0.0 | -5 | nt | 2
CCN(CC)S(=O)(=O)c1ccc(Cl)c(NC(=O)CCCCl)c1 | 2 | -5 | 17 | -0.4 | -0.4 | -1.7 | 6 | 0.9 | 1 | 104 | -5
COc1cc(OC)cc(C(=O)N=c2sc3ccccc3n2C)c1 | -63 | 14 | -20 | 2.3 | 13 | -0.8 | 8 | -1.3 | -1 | 93 | -12
CCOc1ccc2nc(N3C(=O)C(O)=C(C(=O)c4ccco4)C3c3ccco3)sc2c1 (configuration not stated) | 5 | 6 | 15 | 0.8 | -1.3 | -0.2 | 0 | 1.9 | -3 | 94 | -14
CCCC12CN(C(=O)c3ccco3)CC(CCC)(CN(C(=O)c3ccco3)C1)C2=O | 12 | -1 | 6 | 2.0 | -2.3 | -2.2 | -6 | 1.7 | -1 | 99 | -5
C#CCOCCOCCOCCNc1nc(N2CCN(C(=O)CCCCCCCCCCNC(=O)[C@H](CO)n3cc(CCCSC)nn3)CC2)nc(N2CCN(C(=O)CCCCCCCCCCNC(=O)[C@H](CO)n3cc(CCCSC)nn3)CC2)n1 | 24 | -3 | 12 | -3.4 | -4.1 | 0.8 | 3 | -2.5 | 1 | 103 | 7
O=C(CN1C(=O)C2C3C=CC(C3)C2C1=O)NCC1COc2ccccc2O1 (configuration not stated) | -17 | -21 | -8 | 0.9 | 3.1 | 2.0 | -10 | -0.3 | 1 | 69 | 2
S=C(c1ccc(-c2cc(Cl)ccc2Cl)o1)N1CCCCC1 | -10 | 0 | -14 | 1.3 | 1.9 | 2.6 | -4 | 2.0 | 0 | 97 | -4
CCN(CC)C(=O)c1sc2nc(-c3cccs3)cc(-c3ccc(Cl)cc3)c2c1N | 13 | 34 | -13 | 1.1 | -2.6 | 4.1 | 103 | -5.0 | 1 | 106 | -7
CC1CCCCN1C(=O)Cn1cc(C(=O)c2ccco2)c2ccccc21 (configuration not stated) | 14 | 4 | 4 | 2.5 | -2.4 | 1.0 | 6 | 1.7 | -3 | 136 | -5
COCC(=O)OCc1cc2cccc(C)c2[nH]c1=O | 9 | 7 | 11 | -0.1 | -1.8 | 1.2 | 248 | 0.8 | -2 | 95 | 6
COc1ccc(C(=O)NCc2cc3ccccc3n2C)cc1 | 10 | 11 | -25 | 1.3 | -2.1 | -0.3 | 33 | 0.9 | -3 | 100 | -4
CN(C(=O)c1ccc(F)c(S(=O)(=O)N2CCOCC2)c1)C1CCCCC1 | 3 | 0 | 3 | 2.1 | -0.8 | 3.3 | -17 | 0.7 | 0 | 104 | -12
O=C(N/N=C/c1ccc(F)cc1)c1sccc1OCc1ccc(F)cc1 | 3 | -27 | 11 | 0.2 | -0.5 | 2.3 | nt | 0.4 | -1 | 107 | -14
COc1ccc(-n2c(-c3ccc(Cl)cc3)c[n+]3c2CCCCC3)cc1 | 4 | 9 | 0 | 1.0 | -0.9 | -0.6 | -14 | -1.7 | 1 | 104 | 1
CCOC(=O)C1CCCN(C(=O)c2cccc([N+](=O)[O-])c2C)C1 (configuration not stated) | 0 | -23 | -18 | 1.6 | 0.0 | 6.5 | -3 | -1.3 | 2 | 105 | -3
CS(=O)(=O)N(CCCC(=O)N1CCCCCC1)c1cccc(Cl)c1 | 8 | 6 | -4 | 0.8 | -1.5 | 2.8 | 11 | -2.0 | 5 | 111 | -5
O=C(NCCCn1ccnc1)/C(=C/c1ccco1)NC(=O)c1ccccc1 | 11 | 13 | 65 | -2.7 | -1.8 | 1.9 | -4 | -2.9 | 1 | nt | -7
Cc1cccc(N2C(=O)CC(Sc3ncn[nH]3)C2=O)c1 (configuration not stated) | 11 | -5 | 1 | 2.0 | -2.2 | 4.3 | 36 | 0.3 | 1 | 100 | 0
C=CCNC(=O)c1onc(CSc2nc3ccccc3[nH]2)c1C(=O)NCC=C | 12 | 9 | -20 | 2.6 | -2.2 | 3.1 | 28 | -2.2 | 0 | 106 | -6
CCOc1ccc(CN2C(=O)CCC2(C)C(=O)NCc2cccnc2)cc1 (configuration not stated) | 10 | -31 | 14 | -1.2 | -2.0 | 2.4 | -7 | -4.0 | 11 | 103 | -6
O=C(O)c1cccc(S(=O)(=O)Nc2ccc(Oc3ccccc3)cc2)c1 | 4 | -10 | 28 | 0.3 | -1.0 | 3.6 | 0 | 2.4 | 4 | nt | -6
COc1ccc(-c2ccc([C@H]3[C@@H]4C=CCC[C@@]4(C)C(=O)N3Cc3ccccc3)c(F)c2)cc1OC | 10 | -5 | -8 | 0.9 | -1.7 | 2.0 | -5 | -4.1 | 2 | 105 | -3
Cc1ccccc1NP(=O)(c1ccccc1)c1nc2ccccc2s1 (configuration not stated) | 16 | -5 | -53 | -1.2 | -3.5 | 1.4 | -25 | -1.4 | 2 | 101 | 5
Cc1nc(SCC(=O)N2CCOCC2)c2c(=O)n(C)c(=O)n(C)c2n1 | 15 | -10 | -26 | -0.4 | -2.9 | -0.5 | 2 | 0.5 | 4 | 100 | -11
Cc1ccc(C(=O)CN2C(=O)C(=O)N(Cc3ccccc3)C2=O)cc1 | 1 | -19 | 22 | 2.7 | -0.2 | 5.6 | -11 | 2.3 | 7 | 103 | -2
CCCCCCC1CC(CSc2ncn[nH]2)OC1=O (configuration not stated) | 10 | -33 | 10 | 1.8 | -2.3 | 1.9 | -10 | 0.3 | -5 | 114 | -6
COc1cc(-n2c(C)nc3cc(C(=O)NCc4ccco4)ccc32)cc(OC)c1OC | 11 | 6 | -4 | 5.9 | -2.7 | 1.4 | 14 | -0.1 | -3 | nt | -11
CC1Cn2c(nnc2-c2cccc(Cl)c2)S1 (configuration not stated) | 1 | -20 | -2 | 2.9 | -0.2 | 1.8 | -5 | -1.2 | 7 | 102 | 5
CSc1nsc(SCC(=O)N2CCCc3ccccc32)n1 | 6 | 13 | -29 | 0.8 | -1.3 | 1.5 | 21 | 0.7 | 3 | 100 | 10
Cc1cccc(NC(=O)CCC2CCN(C(=O)C3CC=CCC3)CC2)c1 (configuration not stated) | 4 | -26 | 1 | 0.8 | -0.7 | 1.7 | -17 | 2.6 | 7 | 112 | 1
COc1cc(S(=O)(=O)N2CCN=C2c2ccccc2)ccc1Cl | 10 | 16 | 13 | 2.2 | -1.9 | -1.7 | -20 | 0.2 | -2 | 103 | 1
COC(=O)c1c(C)noc1-c1cc(C)on1 | 12 | 7 | 5 | 2.6 | -2.9 | -1.7 | 6 | 0.8 | -3 | 107 | -2
CCCCCN(C(=O)CCC(=O)OCCOc1cccc(C)c1)c1c(N)n(CCCC)c(=O)[nH]c1=O | 8 | 4 | -8 | 0.0 | -1.5 | 1.9 | 13 | 0.7 | -2 | 108 | -2
CCOC(=O)c1c(-c2ccc(C)o2)csc1NC(=O)CN1CCN(CC)CC1 | 10 | -22 | 6 | -0.2 | -1.9 | 0.1 | 481 | 0.4 | 9 | 98 | 6
CC(C)c1ccc(CNC(=O)CCc2ccccc2)cc1 | 7 | 1 | -12 | 2.7 | -1.3 | 5.0 | -3 | -0.2 | 3 | 103 | -5
CCN1CCN(S(=O)(=O)c2ccc(C)c([N+](=O)[O-])c2)CC1 | -1 | 5 | 1 | 2.9 | 0.3 | 4.4 | -18 | -1.9 | -2 | 103 | 4
COc1ccccc1C(=O)N1CCN=C1SC | 0 | -25 | -2 | 1.5 | 0.0 | 3.0 | -6 | 1.0 | -2 | 86 | 2
O=C(Nc1ccccc1)OCCc1ccccn1 | 20 | 12 | 4 | nt | -4.0 | 3.6 | nt | nt | -3 | 119 | -1
CCCCN(C(=O)COC(=O)COc1c(C)cc(C)cc1C)c1c(N)n(CCC)c(=O)[nH]c1=O | 2 | -13 | 5 | -1.7 | -0.3 | -1.3 | 287* | -0.4 | 2 | 98 | -3
O=C(CCSc1ccc(Cl)cc1)N1CCN(c2ccc(O)cc2)CC1 | 2 | 1 | -18 | 0.9 | -0.4 | 1.1 | 259 | 2.4 | 5 | 99 | 7
C#CCOC(=O)c1ccc(-n2cncn2)nc1 | 6 | -8 | 26 | 0.5 | -1.1 | 0.9 | -6 | -0.9 | -2 | 97 | -3
Cc1cccc(N(CC(=O)N2CCCC2)S(=O)(=O)c2ccccc2)c1 | 4 | -2 | 36 | 3.1 | -0.9 | 0.5 | -25 | 1.3 | 1 | 103 | -16
CCN1CCN(C(CNS(=O)(=O)c2ccccc2)c2cccnc2)CC1 (configuration not stated) | 5 | 1 | -6 | -0.9 | -1.2 | 0.5 | -4 | -0.1 | -1 | 114 | -7
Cc1c(NC(=S)N/N=C/c2cc([N+](=O)[O-])ccc2O)c(=O)n(-c2ccccc2)n1C | 4 | 1 | -9 | 4.1 | -0.7 | 3.1 | -10 | 5.0 | -4 | 96 | -1
C=CCOc1ccc(C2NC(=O)c3ccccc3O2)cc1OCC (configuration not stated) | 19 | 8 | -10 | 1.5 | -4.0 | 2.7 | 30 | -1.5 | -2 | 96 | 0
C=CCN(CC=C)S(=O)(=O)c1ccc(C(=O)Nc2nnc(COC)o2)cc1 | -33 | -4 | nt | 4.3 | 4.5 | 0.7 | 12 | 0.6 | 1 | 89 | 1
C/C(=N/Nc1ccc(F)cc1)c1ccc(Cl)s1 | -1 | -8 | 5 | 0.2 | 0.2 | 3.3 | 384* | 0.5 | 3 | 98 | 11
C=CCNc1nnnc2c1sc1nc(N3CCOCC3)c3c(c12)CCCC3 | 13 | -23 | 17 | -0.6 | -2.5 | 2.3 | 71 | -2.5 | 7 | 98 | -15
O=C(O)c1nc(N2CCCCC2)ncc1Cl | 4 | -16 | 44 | 5.9 | -0.6 | -0.3 | -6 | -1.5 | 3 | 108 | -2

An excerpt taken from the entries so far, as a working copy:
SMILES | MOR-DOR inv ag | HTR5A inv ctr | PfHsp90 yeast 2 | AddAB inh | MOR-DOR ag | phage Ecoli inh | Mot1-301 SUMO | Ecoli viability | HTR5A ag | Pemphigus Ab inh | PKA-R1A activ
CCN1CCN(C(CNS(=O)(=O)c2ccccc2)c2cccnc2)CC1 (configuration not stated) | 5 | 1 | -6 | -0.9 | -1.2 | 0.5 | -4 | -0.1 | -1 | 114 | -7
Cc1c(NC(=S)N/N=C/c2cc([N+](=O)[O-])ccc2O)c(=O)n(-c2ccccc2)n1C | 4 | 1 | -9 | 4.1 | -0.7 | 3.1 | -10 | 5.0 | -4 | 96 | -1
C=CCOc1ccc(C2NC(=O)c3ccccc3O2)cc1OCC (configuration not stated) | 19 | 8 | -10 | 1.5 | -4.0 | 2.7 | 30 | -1.5 | -2 | 96 | 0
C=CCN(CC=C)S(=O)(=O)c1ccc(C(=O)Nc2nnc(COC)o2)cc1 | -33 | -4 | nt | 4.3 | 4.5 | 0.7 | 12 | 0.6 | 1 | 89 | 1

Outcome played no part in choosing rows (roughly 3.2% active in at least one column).
